Cdc25B inh: inhibitors of Cdc25B phosphatase catalytic domain, primary screen, biochemical, OMFP fluorescence | M-phase inducer phosphatase 2 (Homo sapiens), P30305 | inhibition, %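 (compounds tested at 10 µM final in the well)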 | 65,000 tested, 0.1% active | recombinant Cdc25B, OMFP fluorescence Ex485/Em525 | AID 368, 2006; in the data active means inhibition above about 50%
Fluor 339 460: intrinsic fluorescence of library compounds, ex339/em460 – biochemical, MLSMR library, data from DPM-DC assay, artefact control, profiling panel; 65,000 tested, 5.5% active; AID 709, 2007; compound autofluorescence, ex339/em460 nm, NADH buffer; active compounds read high; 1 = no-compound wells, NADH background; fluorescence fold increase at 10 µM;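 active means at 10 µM, mean starting fluorescence two-fold or more over control wells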;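 further: signal is the first read of a kinetic run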
DUSP1 inh: MKP-1 phosphatase inhibitors, primary screen, biochemical, in vitro; Dual specificity protein phosphatase 1 (Homo sapiens), P28562; recombinant MKP-1, OMFP hydrolysis fluorescence; inhibition, %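 (compounds tested at a single concentration somewhere between 10 and 100 µM)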; 65,000 tested, 0.15% active; AID 374, 2006;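 active means inhibition above about 50%, limit read from the data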;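 further: 0% = DMSO max control wells and 100% = wells with enzyme stopped by NaOH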
Her2 expr inh: inhibitors of Her2 protein expression, primary screen, SKBR-3 cells, AlphaScreen, 66K library; 65,000 tested, 0.69% active; Receptor tyrosine-protein kinase erbB-2 (Homo sapiens), P04626; AID 645, 2007; HER2 level % of control, % at 10 µM; SKBR-3 HER2 protein level, 18-24 h; active compounds read low;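 active means HER2 level under 5% of the carrier-only control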;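 further: 100% = DMSO carrier and 0% = 500 nM PU-H71 HSP90 inhibitor; lower value means stronger loss of Her2 protein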
Hsp90 inh: tumor Hsp90 inhibitors, primary screen, cell lysate, fluorescence polarization, NCI-N417 lysate; Cy3B-geldanamycin FP displacement; inhibition, % at 30 µM; 64,000 tested, 0.35% active; AID 429, 2006;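 active means inhibition above 50%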;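 further: 0% = tracer plus lysate wells and 100% = tracer alone without lysate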
JNK3 blocker: JNK3 kinase activity inhibitors, primary screen, biochemical, human, purified enzyme. inhibition, % at 8 µM. HTS. 60,000 tested, 0.61% active. AID 746, 2007; in the data active means inhibition above about 17%;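 further: 0% = DMSO and 100% = reference inhibitor; many of its hits are not listed in these tables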
PKA kinase inh: inhibitors of human PKA kinase activity, primary screen, biochemical, ATP-depletion luminescence, Kemptide substrate; cAMP-dependent protein kinase catalytic subunit alpha (Homo sapiens), P17612; PKA Kemptide phosphorylation, Kinase-Glo ATP luminescence; inhibition, % at 6 µM; 65,000 tested, 0.1% active;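 active means inhibition above the screen-wide mean inhibition plus 3 SD, cut at about 21% in these data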; further: many of its hits are not listed in these tables
Abs 340nm: compound light absorbance at 340 nm, profiling panel, artefact control, biochemical, MLSMR library, data from PS, PMK, MK assays. fold change at 10 µM. compound absorbance at 340 nm, fold over control. 65,000 tested, under 10 active. AID 708, 2007;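 active means at 10 µM dose, initial 340 nm absorbance at least 2 fold that of control wells; inactive means change under 2 fold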;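 further: initial absorbance extrapolated from kinetic A340 decline of NADH oxidation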
ROCK2 blocker: inhibitors of human ROCK2 kinase, primary screen, biochemical, high-throughput, luminescence; 60,000 tested, 0.35% active; AID 604, 2007; purified ROCK2, Kinase-Glo ATP depletion luminescence; inhibition, % at 6 µM;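 active means inhibition above the screen-wide mean inhibition plus 3 SD, cut at about 18% in these data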;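 further: plate controls were DMSO wells for no effect and Y-27632 control wells after no-enzyme background subtraction for full effect; many of its hits are not listed in these tables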
Target sequence (O75116 whole entry, looked up): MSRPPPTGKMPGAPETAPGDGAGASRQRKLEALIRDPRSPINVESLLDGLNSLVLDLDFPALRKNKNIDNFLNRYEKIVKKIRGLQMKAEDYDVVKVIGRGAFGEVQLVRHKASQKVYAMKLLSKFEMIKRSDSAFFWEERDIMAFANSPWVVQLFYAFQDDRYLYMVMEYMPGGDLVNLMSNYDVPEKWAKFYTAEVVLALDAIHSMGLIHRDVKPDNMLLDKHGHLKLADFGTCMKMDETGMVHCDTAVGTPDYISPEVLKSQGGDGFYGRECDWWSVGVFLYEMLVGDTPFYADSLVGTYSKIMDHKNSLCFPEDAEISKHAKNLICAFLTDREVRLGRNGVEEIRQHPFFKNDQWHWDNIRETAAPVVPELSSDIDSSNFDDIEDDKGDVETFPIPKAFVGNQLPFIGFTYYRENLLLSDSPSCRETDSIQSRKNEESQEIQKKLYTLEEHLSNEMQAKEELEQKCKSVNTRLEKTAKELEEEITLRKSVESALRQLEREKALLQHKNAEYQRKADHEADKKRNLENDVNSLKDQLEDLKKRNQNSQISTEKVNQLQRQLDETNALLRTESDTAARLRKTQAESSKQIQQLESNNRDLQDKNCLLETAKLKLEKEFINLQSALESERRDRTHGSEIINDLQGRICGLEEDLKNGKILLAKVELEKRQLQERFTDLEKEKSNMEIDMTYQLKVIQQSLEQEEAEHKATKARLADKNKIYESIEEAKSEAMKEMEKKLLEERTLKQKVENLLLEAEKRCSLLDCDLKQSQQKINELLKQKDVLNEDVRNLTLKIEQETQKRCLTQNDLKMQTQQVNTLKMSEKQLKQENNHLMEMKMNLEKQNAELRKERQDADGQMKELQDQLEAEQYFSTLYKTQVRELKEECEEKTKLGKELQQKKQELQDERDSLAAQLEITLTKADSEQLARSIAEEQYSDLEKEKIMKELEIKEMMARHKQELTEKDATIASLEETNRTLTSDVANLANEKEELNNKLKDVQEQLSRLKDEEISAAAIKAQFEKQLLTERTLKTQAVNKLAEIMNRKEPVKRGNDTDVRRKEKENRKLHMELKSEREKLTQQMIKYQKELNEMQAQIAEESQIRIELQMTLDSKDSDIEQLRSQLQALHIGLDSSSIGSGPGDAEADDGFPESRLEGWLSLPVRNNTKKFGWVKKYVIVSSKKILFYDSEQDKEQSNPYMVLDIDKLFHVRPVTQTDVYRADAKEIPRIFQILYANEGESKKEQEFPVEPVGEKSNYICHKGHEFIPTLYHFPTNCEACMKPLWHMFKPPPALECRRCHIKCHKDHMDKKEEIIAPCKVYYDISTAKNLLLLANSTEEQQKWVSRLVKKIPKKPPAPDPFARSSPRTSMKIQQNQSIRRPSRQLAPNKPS
The depositor's hits bear a star; . = not tested or not shown. These rows are one share of the data; count on the stated rates, not on these rows.

Start of the data: the first four entries, ahead of the listing:
entry	Structure	Cdc25B inh	Fluor 339 460	DUSP1 inh	Her2 expr inh	Hsp90 inh
1	CN1CCN(Cc2nc3c(c(=O)n(C)c(=O)n3C)n2Cc2ccccc2Cl)CC1	-9	1	-3	103	-1
2	O=C(NCCN1CCOCC1)c1ccncc1	0	1.1	14	97	-1
3	COc1ccc(S(N)(=O)=O)cc1C(=O)NCC1(N2CCCCC2)CCCCC1	-10	1	-2	115	-2
4	CCOC(=O)N1CCN(C(=O)CSc2nnc(-c3cc(OC)ccc3OC)o2)CC1	-13	1.3	11	77	-2

entry	JNK3 blocker	PKA kinase inh	Abs 340nm	ROCK2 blocker
1	3	-1	0.98	4
2	6	4	0.98	-1
3	-2	7	0.99	5
4	4	6	1	4

All compounds of this part, repeating the preview:
entry	Structure	Cdc25B inh	Fluor 339 460	DUSP1 inh	Her2 expr inh	Hsp90 inh
1	CN1CCN(Cc2nc3c(c(=O)n(C)c(=O)n3C)n2Cc2ccccc2Cl)CC1	-9	1	-3	103	-1
2	O=C(NCCN1CCOCC1)c1ccncc1	0	1.1	14	97	-1
3	COc1ccc(S(N)(=O)=O)cc1C(=O)NCC1(N2CCCCC2)CCCCC1	-10	1	-2	115	-2
4	CCOC(=O)N1CCN(C(=O)CSc2nnc(-c3cc(OC)ccc3OC)o2)CC1	-13	1.3	11	77	-2
5	c1ccc(C2=Nn3c(nnc3-c3cc(-c4ccccc4)n[nH]3)SC2)cc1	1	1.2	-2	77	-1
6	O=C(CSc1nnc(COc2ccccc2)n1Cc1ccco1)c1ccc(F)cc1	-4	1.1	-31	101	0
7	COCC(=O)NCc1ccc2c(c1)cc(C)n2C	-3	1.1	24	99	0
8	COc1ccc(C(=O)N2CCSC2=S)cc1OC	-7	1	-4	93	-2
9	O=C(CNS(=O)(=O)c1cccs1)Nc1ccc2c(c1)OCCO2	-1	1.1	9	.	.
10	Cc1nc2sccn2c1-c1nc(C2CC2)c(C(=O)c2ccc3c(c2)NC(=O)CO3)s1	6	1.3	37	89	-4

entry	JNK3 blocker	PKA kinase inh	Abs 340nm	ROCK2 blocker
1	3	-1	0.98	4
2	6	4	0.98	-1
3	-2	7	0.99	5
4	4	6	1	4
5	4	6	1	1
6	-5	6	1	4
7	-5	1	0.98	1
8	-2	2	0.98	1
9	.	1	1	.
10	-1	2	1	3

(list continues)
entry	Structure	Cdc25B inh	Fluor 339 460	DUSP1 inh	Her2 expr inh	Hsp90 inh
11	Cc1cccc(-n2ncc3c(N4CCC(C)CC4)ncnc32)c1	-2	1.1	-4	132	-1
12	CCOC(=O)CCc1c(C)nc(SCCCn2c(=O)[nH]c3ccccc32)c(C#N)c1C	-6	1.1	13	82	-6
13	O=C1N=C(N2CCOCC2)CS1	25	1	4	83	2
14	CC(Oc1ccccc1)C(=O)Nc1ccc(S(=O)(=O)N2CCOCC2)cc1 (stereo not drawn)	-11	1.2	-4	111	-2
15	Cc1ccc2cc(CN(CCN3CCCC3)C(=O)Nc3ccc(F)cc3)c(=O)[nH]c2c1C	3	1.2	11	89	-2
16	Nc1nc(Nc2cccc(C(F)(F)F)c2)nc(C(F)(F)F)n1	-6	1.1	27	55	-2
17	N#Cc1ccccc1Cn1c(=O)n(Cc2ccc(C(=O)NCc3ccco3)cc2)c(=O)c2ccccc21	5	1.1	23	60	-2
18	O=C(COc1ccc2oc3c(c2c1)CCCC3)Nc1ccccn1	5	1.1	11	119	-3
19	Fc1ccc(NCc2cn3ccccc3n2)cc1	-4	1	-9	131	-4
20	O=C(NCc1ccccn1)C1CCC(=O)N1C1CCCC1 (stereo not drawn)	-8	1	-5	132	-2

entry	JNK3 blocker	PKA kinase inh	Abs 340nm	ROCK2 blocker
11	7	7	1	-3
12	1	3	1	6
13	-5	-2	0.97	-2
14	4	3	1	6
15	5	7	0.99	-3
16	2	7	1	8
17	1	8	0.99	3
18	-3	9	1	4
19	-1	2	0.98	2
20	-4	2	1	1

Entries of single compounds, looked up by structure. Order of values: Cdc25B inh | Fluor 339 460 | DUSP1 inh | Her2 expr inh | Hsp90 inh | JNK3 blocker | PKA kinase inh | Abs 340nm | ROCK2 blocker
Cc1cccc(-n2ncc3c(N4CCC(C)CC4)ncnc32)c1 as listed: -2 | 1.1 | -4 | 132 | -1 | 7 | 7 | 1 | -3
CCOC(=O)N1CCN(C(=O)CSc2nnc(-c3cc(OC)ccc3OC)o2)CC1 as listed: -13 | 1.3 | 11 | 77 | -2 | 4 | 6 | 1 | 4
O=C(NCc1ccccn1)C1CCC(=O)N1C1CCCC1 (stereo not drawn) as listed: -8 | 1 | -5 | 132 | -2 | -4 | 2 | 1 | 1

Next part.
entry	Structure	Cdc25B inh	Fluor 339 460	DUSP1 inh	Her2 expr inh	Hsp90 inh
21	COCC(=O)Nc1nnc(-c2cccs2)s1	0	1.9	15	86	-4
22	Cc1c(C(=O)O)c2cc(O)ccc2n1-c1ccccc1	4	1	10	109	3
23	Cc1ccc(-n2ncc3c(Nc4c(C)n(C)n(-c5ccccc5)c4=O)ncnc32)c(C)c1	-6	1.1	3	144	-1
24	CCOC(=O)N1CCN(C(c2ccc(Cl)cc2)c2sc3nc(C)nn3c2O)CC1 (stereo not drawn)	13	1	11	94	-2
25	COc1ccc(NC(=O)N(C2CCCCC2)C(C)c2ccco2)c(OC)c1 (stereo not drawn)	-12	1	-1	92	1
26	CCOC(=O)c1ccc(S(=O)(=O)N2CCC(C(=O)OCC)CC2)cc1	-3	1.1	-4	74	-3
27	O=S(=O)(c1ccc(S(=O)(=O)N2CCN(Cc3ccccc3)CC2)cc1)N1CCOCC1	7	1.1	-12	131	-2
28	CCN(CC)C(=O)c1cc(-c2ccccc2OC)on1	-10	1.1	-3	79	-5
29	C=CCn1c(SCC(=O)Nc2cc3oc4ccccc4c3cc2OC)nnc1-c1cnccn1	-21	1.2	16	93	1
30	Cn1c(=O)c2c(nc(Br)n2Cc2ccc3ccccc3c2)n(C)c1=O	8	1.1	-15	123	2

entry	JNK3 blocker	PKA kinase inh	Abs 340nm	ROCK2 blocker
21	.	2	1.1	.
22	-3	2	1	1
23	.	1	0.99	.
24	-3	-4	0.99	-1
25	-5	16	0.99	6
26	0	-2	1.1	-2
27	-3	6	1	5
28	-1	9	0.99	4
29	5	8	1	6
30	-2	5	1	10

Later entries:
entry	Structure	Cdc25B inh	Fluor 339 460	DUSP1 inh	Her2 expr inh	Hsp90 inh
31	Cc1ccnc2c1NC(=O)c1cccnc1N2C1CC1	-8	1.2	-11	88	-6
32	CCN(CC)CCOC(=O)c1c(C)n(C)c2ccc(OC)cc12	5	1.1	-22	105	1
33	COc1ccc(C)cc1NS(=O)(=O)c1ccc(NS(=O)(=O)c2ccc(NC(C)=O)cc2)cc1	-9	1	-4	141	-3
34	CC1CC=C2C(C#N)=C(N)C(C#N)(C#N)C(c3cccs3)C2C1 (stereo not drawn)	3	1.1	41	.	.
35	CCOC(=O)c1ccc(S(=O)(=O)n2c(CN3CCCCC3)nc3ccccc32)cc1	-2	1.1	-2	87	-3
36	O=C(CSc1nnc(-c2cnccn2)n1Cc1ccco1)c1ccc(Cl)cc1	1	1	-3	66	-4
37	COc1ccc(OC)c(C2C(C(N)=O)=C(C)Nc3nc(-c4cccc(Cl)c4)nn32)c1 (stereo not drawn)	3	1.1	31	81	-1
38	COC(=O)CSc1nc2cc3c(cc2cc1C)OCCO3	1	1.1	0	91	2
39	Cc1cc2cc(C(c3nnnn3Cc3ccco3)N3CCc4ccccc43)c(=O)[nH]c2cc1C (stereo not drawn)	7	1.2	25	65	-9
40	CC1CCCN(C(=O)Cn2c(=O)oc3ccccc32)C1 (stereo not drawn)	3	1.1	-13	115	-2

entry	JNK3 blocker	PKA kinase inh	Abs 340nm	ROCK2 blocker
31	3	0	1.1	0
32	-1	5	1	1
33	-4	9	0.99	8
34	.	-3	1	.
35	4	12	1	7
36	-5	4	1	2
37	-2	6	0.97	0
38	-5	4	1	3
39	-3	9	1.1	3
40	4	6	0.97	5

Next section
entry	Structure	Cdc25B inh	Fluor 339 460	DUSP1 inh	Her2 expr inh	Hsp90 inh
41	CCOc1ccc(NC(=O)CN2C(=O)C3CC=CCC3C2=O)cc1 (stereo not drawn)	-8	1.1	-8	91	-2
42	CCc1nnc(NC(=O)c2ccc(S(=O)(=O)N3CCCCC3C)cc2)s1 (stereo not drawn)	-4	0.99	3	85	1
43	CCOC(=O)C1=CSC2=NS(=O)(=O)CCN12	-4	1.1	8	69	.
44	CCOC(=O)N1CCN(S(=O)(=O)c2cc(OCC(N)=O)c(C)cc2Cl)CC1	-1	1.1	-16	64	-1
45	N#Cc1nc(-c2cccs2)oc1NCCc1ccccc1	-3	2.5*	-14	90	-5
46	CCC(C)NC(=O)Cn1cc2c(n1)CCC(C)C2 (stereo not drawn)	-8	1.1	3	99	0
47	Oc1ccc(C(=S)N2CCCCC2)cc1Cl	-6	1	-13	96	0
48	COc1ccc(Nc2nc(C)cc(C)c2C(N)=O)c(OC)c1	3	1	5	83	2
49	O=c1cc(CN2CCN(c3ccc(F)cc3)CC2)nc2sccn12	-8	1.1	-2	90	-5
50	CN(CC(O)COCc1cccs1)C1CCCCC1 (stereo not drawn)	-1	1.2	-7	71	-3

entry	JNK3 blocker	PKA kinase inh	Abs 340nm	ROCK2 blocker
41	2	11	1.1	4
42	-2	3	1.1	2
43	.	-4	1.1	.
44	2	-1	1	5
45	0	-2	0.99	1
46	0	6	1	-3
47	0	8	1.1	8
48	-6	7	1	4
49	5	10	1	-1
50	-9	-1	0.97	1

(continued)
entry	Structure	Cdc25B inh	Fluor 339 460	DUSP1 inh	Her2 expr inh	Hsp90 inh
51	Cc1nnc(SCC2CCCO2)n1-c1ccccc1 (stereo not drawn)	0	1.1	4	75	1
52	CN(C)c1ccc(-c2nn3c(-c4ccccc4Cl)nnc3s2)cc1	5	3.3*	-1	43	-3
53	CCOC(=O)Cn1c(CN(C)Cc2ccccc2)nc2c1c(=O)n(C)c(=O)n2C	.	1	10	263	0
54	CCOC(=O)c1c(Nc2nc(C)c(C(=O)NC)s2)sc(C)c1C	-5	1.1	20	72	-5
55	COC(=O)[C@H](CC(C)C)NC(=O)NC1CCCc2ccccc21 (stereo partly drawn)	-3	1.1	-26	100	-1
56	N#Cc1c(N)c(C(=O)c2ccccc2)n2c1CCC2	-44	1.1	-9	126	3
57	Cn1c(CCN2CCOCC2)nc2cc(NC(=O)COc3ccccc3)ccc21	-10	1.1	25	95	-4
58	Brc1cnc(N2CCCC2)nc1N1CCCCC1	-3	1.1	4	69	-2
59	CCOC(=O)c1ccc(NC(=O)CSc2nnc(COc3ccccc3OC)n2C)cc1	7	1.1	21	108	0
60	CCOC(=O)C1CCN(c2ncnc3c2oc2ccccc23)CC1	-14	0.97	7	88	-7
61	COc1cc(NC(=O)C2CCCN2S(=O)(=O)c2ccc3c(c2)CCC(=O)N3)cc(OC)c1 (stereo not drawn)	-5	1.1	1	85	-6
62	CN(C)c1nc(Oc2ccc(=O)n(C)n2)nc(N2CCOCC2)n1	-4	1	-4	231	-3
63	O=C1Nc2ccc(S(=O)(=O)N3CCCC3C(=O)O)c3cccc1c23 (stereo not drawn)	0	1.5	-2	90	0

entry	JNK3 blocker	PKA kinase inh	Abs 340nm	ROCK2 blocker
51	1	9	1	4
52	4	7	1.1	4
53	.	4	0.99	.
54	-2	4	1.1	0
55	1	-6	1.1	5
56	3	9	1.1	6
57	-9	1	0.98	6
58	4	4	1	2
59	-5	-6	0.99	-7
60	1	5	1	7
61	2	12	1.1	3
62	-2	7	1	3
63	3	6	1.1	3

Compound activity: PubChem, several laboratories
